# Assay outcomes from PubChem.
# PPARg SRC-1 ag: PPARgamma agonists recruiting SRC-1 coactivator, primary screen, biochemical | PPARgamma-SRC-1 coactivator recruitment biochemical assay | activation, % at 8 µM | hit rate 0.41% among 200,000 | AID 631, 2007; in the data active = activation above about 19%;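 note: 0% = DMSO and 100% = reference agonist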
# Target sequence (P37231 whole entry, looked up): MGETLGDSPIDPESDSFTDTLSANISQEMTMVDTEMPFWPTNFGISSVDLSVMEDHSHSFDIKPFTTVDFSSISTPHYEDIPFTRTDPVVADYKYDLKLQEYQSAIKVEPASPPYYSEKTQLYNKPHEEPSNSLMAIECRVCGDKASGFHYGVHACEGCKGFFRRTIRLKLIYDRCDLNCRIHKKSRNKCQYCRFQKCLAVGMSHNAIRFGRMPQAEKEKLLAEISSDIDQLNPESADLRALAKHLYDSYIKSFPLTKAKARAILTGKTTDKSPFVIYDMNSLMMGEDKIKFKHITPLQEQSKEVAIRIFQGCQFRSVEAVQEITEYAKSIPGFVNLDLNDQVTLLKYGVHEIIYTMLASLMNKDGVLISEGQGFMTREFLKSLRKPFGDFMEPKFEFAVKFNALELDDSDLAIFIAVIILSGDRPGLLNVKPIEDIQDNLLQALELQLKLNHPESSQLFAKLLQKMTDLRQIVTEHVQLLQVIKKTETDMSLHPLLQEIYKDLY
# TNAP act hi DEA: TNAP activators at high phosphate acceptor level, primary screen, biochemical, luminescence, uHTS; 200,000 tested, under 10 active; purified TNAP, CDP-star luminescence, 1 M DEA, 30 min; hits give high values; 0 = EDTA background, 1 = DMSO-only activity; activation factor at 20 µM; Alkaline phosphatase, tissue-nonspecific isozyme (Homo sapiens), P05186;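 active = activation factor at least 2 at 20 µM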
# Target sequence (P05186 whole entry, looked up): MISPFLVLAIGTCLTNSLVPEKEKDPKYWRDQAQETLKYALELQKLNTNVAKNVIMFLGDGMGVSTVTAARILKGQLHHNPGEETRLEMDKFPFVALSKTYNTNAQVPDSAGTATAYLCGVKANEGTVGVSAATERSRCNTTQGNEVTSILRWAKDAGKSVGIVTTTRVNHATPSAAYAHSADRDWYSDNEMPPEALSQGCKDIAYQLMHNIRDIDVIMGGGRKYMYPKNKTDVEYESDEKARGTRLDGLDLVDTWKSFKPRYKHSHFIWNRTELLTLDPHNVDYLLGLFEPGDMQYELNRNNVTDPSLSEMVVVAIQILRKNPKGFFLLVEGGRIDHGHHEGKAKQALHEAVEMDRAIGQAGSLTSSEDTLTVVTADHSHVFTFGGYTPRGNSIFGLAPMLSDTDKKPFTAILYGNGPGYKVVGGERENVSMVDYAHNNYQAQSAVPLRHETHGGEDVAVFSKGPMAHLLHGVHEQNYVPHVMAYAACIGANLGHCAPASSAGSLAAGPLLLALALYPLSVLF
#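 Test system – human TNAP · Doses – 20 µM single point · Incubation – 30 min, room temperature · Signal – luminescent substrate turnover signal · Read-out basis – activation factor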
# TR-FRET SRC-2 ct: TR-FRET signal artefacts, primary screen, artefact control for PPARgamma SRC-2 agonist project, biochemical | TR-FRET ratio at 8 µM | TR-FRET artefact counter-screen; hits give high values | AID 1049, 2008 | hit rate 0.4% among 200,000; in the data active = TR-FRET ratio above about 2000; note: inactives centre near 1500
# STAT1 blocker: STAT1 signaling inhibitors, primary screen, cell-based, HTS, luciferase reporter | NIH 3T3 STAT1-luciferase reporter, IFN-gamma, luminescence | inhibition, % at 5.5 µM | hit rate 0.35% among 200,000 | AID 920, 2007;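 active = inhibition above a set limit, the mean inhibition across all tested compounds plus 3 SD, cut at about 34% in these data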;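 note: 0% = IFN-gamma with DMSO and 100% = IFN-gamma with 300 µM nifuroxazide; values of inactives mirror those of a sister screen read the other way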
# PPARg SRC3 recr: PPARgamma agonists recruiting SRC-3 coactivator, primary screen, biochemical; Peroxisome proliferator-activated receptor gamma (Homo sapiens), P37231; biochemical PPARgamma/SRC-3 coactivator recruitment assay; activation, % at 8 µM; hit rate 0.26% among 200,000; AID 731, 2007; in the data active = activation above about 23%;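 note: 0% = DMSO and 100% = reference agonist; some compounds past the cut are filed as inactive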
# STAT3 activator: IL-6 driven STAT3 reporter potentiators, primary screen, U3A cells, luciferase, luminescence, MLSCN library. IL-6 STAT3-luciferase reporter; 100% = signal with IL-6 EC80 alone. activation (% of control), % at 5.6 µM. hit rate 0.91% among 190,000. AID 871, 2007;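 active = activation above the screen-wide mean of compound activation plus 3 SD, cut at about 130% in these data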;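 note: 0% = background luminescence of wells with medium and substrate only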
#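 Detection: reporter luminescence signal / Assay system: STAT1-lacking human U3A cells, STAT3 luciferase reporter / Incubation: compound pre-incubation 1 h before IL-6, then 6 h stimulation at 37 °C / Control set: IL-6-only high control / Read-out: % activation relative to IL-6 control / Probe or stimulus: Interleukin-6, 33 ng/mL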
# STAT3 blocker: IL-6 driven STAT3 reporter inhibitors, primary screen, U3A cells, luciferase, luminescence, MLSCN library. IL-6 STAT3-luciferase reporter; host cell line lacks STAT1. inhibition, % at 5.5 µM. hit rate 0.89% among 190,000;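 active = inhibition above the mean inhibition across all screened compounds plus 3 SD, cut at about 44% in these data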;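 note: 0% = DMSO only wells and 100% = 100 µM nifuroxazide control wells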
# bIAP act: bovine intestinal alkaline phosphatase activators, primary screen, biochemical, bovine IAP, CDP-star luminescence; hit rate 0.17% among 200,000; activation factor at 20 µM; purified bovine IAP, 30 min; hits give high values; fold of DMSO-control signal, blank-subtracted; alkaline phosphatase, intestinal [Bos taurus];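 active = activation factor of 2 or more at 20 µM, a signal rise over negative controls twice the positive control's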
# PPARg SRC2 recr: agonists of PPARg-SRC-2 recruitment, primary screen, biochemical, HTS | Peroxisome proliferator-activated receptor gamma (Homo sapiens), P37231 | PPARgamma LBD-SRC-2 recruitment | activation, % at 8 µM | hit rate 0.34% among 200,000 | AID 1032, 2008; in the data active = activation above about 22%;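 note: 0% = vehicle and 100% = reference agonist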
# bIAP inh: bovine intestinal alkaline phosphatase inhibitors, primary screen, selectivity assay for TNAP inhibitor project, biochemical, bovine IAP, CDP-star luminescence; alkaline phosphatase, intestinal [Bos taurus]; purified bovine IAP, 30 min; 190,000 tested, under 10 active; inhibition, % at 20 µM;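 active = over 50% inhibition of intestinal alkaline phosphatase at 20 µM in the single-dose screen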
#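 Assay system: bovine IAP enzyme; medium: DEA buffer 100 mM, pH 9.8, with MgCl2 1.0 mM, ZnCl2 0.02 mM; doses: 20 µM single dose; incubation: enzyme reaction for 30 min at room temperature; detection: CDP-star luminescence signal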
# ROMK primary: ROMK potassium channel modulators, primary screen, cell-based, thallium flux, MLSMR library; Tet-inducible ROMK, thallium flux fluorescence; actives lie on both sides; B-score at 10 µM; hit rate 2% among 130,000;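 active = signal ratio slope over the read window, or its plate-corrected B-score, at least 3 SD from the plate mean, either direction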;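 note: B-score of the F/F0 ratio slope over 7 to 12 s after thallium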
# An asterisk follows results filed as active; · = not tested or not shown.
SMILES,PPARg SRC-1 ag,TNAP act hi DEA,TR-FRET SRC-2 ct,STAT1 blocker,PPARg SRC3 recr,STAT3 activator,STAT3 blocker,bIAP act,PPARg SRC2 recr,bIAP inh,ROMK primary
CC(C(=O)NCC1CCCO1)n1cc([N+](=O)[O-])cn1 (stereo unspecified),-1,1,1504,-2,6,94,13,1,9,-3,0.027
Cc1ccc(S(=O)(=O)Cc2ccc(C(=O)N3CCc4ccccc4C3)o2)cc1,-6,1.1,1629,0,-1,98,8,1,-1,0,·
O=C(NC1CCCCC1)c1ccccc1NC(=O)C1CC1,-3,0.9,1261,-9,2,99,4,0.9,-14,10,·
COc1ccc(-c2nnc3sc(CCN4C(=O)c5ccccc5C4=O)nn23)cc1,-1,1.1,1417,12,-8,101,3,0.9,-2,8,-0.36
COc1ccc(-n2cnc3cc(NC(=O)c4ccco4)ccc32)cc1,-2,1,1552,-8,4,95,10,0.9,11,6,-0.9
O=C(Nc1nnc(-c2ccco2)o1)c1ccc(S(=O)(=O)N2CCCC2)cc1,9,1,1390,-5,-2,96,13,1.3,-8,-25,-0.0061
COc1cc(C)c(N(C(C)=O)c2ccccc2)c(C)c1,8,1,1631,1,1,101,5,1,-4,1,·
CCOC(=O)C(C#N)c1ccccn1 (stereo unspecified),-5,1,1564,-9,3,103,1,1,6,-5,·
O=C(COC(=O)c1ccco1)NCc1ccc(F)cc1,-2,1,1560,-5,1,97,7,1.1,3,-11,0.081
COc1ccc(-n2c3c(cc(C(=O)Nc4cccc(C)n4)c2=O)C(=O)CC(C)(C)C3)cc1,7,1.1,1592,-7,3,99,3,1,-5,-1,0.66
C/C(CC(O)(/C=N/O)c1ccccc1)=N\O (stereo unspecified),-7,1.1,1654,-9,-4,105,-2,1,2,-4,·
CCc1nnc(NC(=O)COc2ccc(N(C)S(=O)(=O)c3ccc(C)cc3)cc2)s1,6,1,1384,0,1,98,8,0.9,5,14,-1
Cc1nc2ccccc2c(=O)n1NCc1cc(Br)cs1,-4,1,1436,1,-3,91,14,1,-1,2,·
COc1ccc(C)cc1-n1nnnc1SCC(=O)Nc1cc(C)on1,8,1,1697,3,1,96,9,1.1,5,-8,-0.12
Cc1nccn1CC(=O)N/N=C/c1cccc(O)c1,1,1,1744,-2,2,97,2,1,0,-2,0.61

# Of the compounds above, these contain a halogen:
SMILES,PPARg SRC-1 ag,TNAP act hi DEA,TR-FRET SRC-2 ct,STAT1 blocker,PPARg SRC3 recr,STAT3 activator,STAT3 blocker,bIAP act,PPARg SRC2 recr,bIAP inh,ROMK primary
O=C(COC(=O)c1ccco1)NCc1ccc(F)cc1,-2,1,1560,-5,1,97,7,1.1,3,-11,0.081
Cc1nc2ccccc2c(=O)n1NCc1cc(Br)cs1,-4,1,1436,1,-3,91,14,1,-1,2,·

# Further compounds follow.
SMILES,PPARg SRC-1 ag,TNAP act hi DEA,TR-FRET SRC-2 ct,STAT1 blocker,PPARg SRC3 recr,STAT3 activator,STAT3 blocker,bIAP act,PPARg SRC2 recr,bIAP inh,ROMK primary
CCc1ccc(C(=O)COC(=O)CCc2nc3ccccc3c(=O)[nH]2)cc1,6,1,1423,-12,2,100,4,1,1,-2,0.36
COc1ccc(-n2cnc3sc4c(c3c2=O)CCCC4)cc1,1,1,1463,-10,2,93,12,1.1,0,-7,-0.2
Cc1c(C(=O)NCCSCc2ccc(Cl)cc2Cl)cccc1[N+](=O)[O-],3,1,1449,-3,5,103,4,0.9,7,9,-0.31
CCC(CC)c1nnc(NC(=O)C2CCCO2)s1 (stereo unspecified),3,1,1692,-1,2,99,8,0.9,7,5,-0.05
CO/N=C(/CS(=O)(=O)Cc1ccccc1Cl)c1ccc(Cl)cc1Cl,-6,1,1395,6,-6,107,-2,0.8,-4,16,·
CCCC(=O)NCc1ccc2c(c1)cc(C)n2C,9,1,1636,5,-1,95,11,0.9,-2,6,0.13
CN(C)S(=O)(=O)c1cccc(C(=O)Nc2ccc(Cl)cn2)c1,-5,1.1,1660,-13,2,107,-4,0.9,11,10,·
O=C(NNc1ccccn1)c1ccccc1CC[N+](=O)[O-],2,1.1,1713,2,-2,110,-4,1.1,-1,-12,0.41
CCN(Cc1ccccc1)S(=O)(=O)c1ccc2oc(C(=O)O)c(C)c2c1,6,1,1734,-8,0,100,6,0.9,18,8,·
O=C(c1ccccc1)N(Cc1ccco1)C1CCS(=O)(=O)C1 (stereo unspecified),-7,1.1,1584,-3,-2,109,-5,1,4,-4,·
COc1ccc(S(=O)(=O)NCC2CCCN(C(=O)C3CCCC3)C2)cc1 (stereo unspecified),-2,1,1451,3,1,105,1,1,3,-2,0.41
Cc1cc(C)cc(NS(=O)(=O)c2ccc(NC(=S)NC(=O)c3ccc(Br)o3)cc2)c1,3,0.9,1929,3,-1,95,13,0.8,14,24,·
COc1cc(C(=O)Nc2cccc(-c3nc4cc(C)ccc4o3)c2)cc(OC)c1OC,4,1.1,1770,-8,2,107,-4,1,10,0,0.25
CCCOc1ccc(/C(CC)=N/NC(=O)C2(C)CC2(Br)Br)cc1 (stereo unspecified),-9,1,1375,-1,-4,99,2,1,-4,3,-0.15
CCc1ccc(OCC(=O)N/N=C2\CC(=O)c3ccccc32)cc1,2,1,1509,-2,6,146*,-58,1,1,2,0.028
Cc1cc(NC(=O)C2CCCO2)ccc1Br (stereo unspecified),0,1,1327,-6,0,86,21,1.1,3,-6,0.23
Cc1ccc(OCC(=O)NNC(=O)Cn2nnc(-c3ccccc3)n2)cc1,6,1.1,1618,8,1,98,8,1,2,-4,-0.1
CCOc1ccccc1CNC(=O)c1cc2occc2n1C,6,1.1,1680,9,6,103,-4,0.8,5,16,·
COc1ccc(NC(=O)C(C)N(c2ccc(C)cc2)S(C)(=O)=O)c(OC)c1 (stereo unspecified),-1,1,1516,12,-1,107,-8,1,7,4,·
CC1CCC(NC(=O)Nc2cccs2)CC1 (stereo unspecified),-3,1,1521,-17,0,104,3,0.9,8,7,-0.9
Cc1cc(NC(=O)COc2ccccc2)n(-c2ccccc2)n1,1,1,1777,-6,-1,111,-8,0.9,-3,11,0.8
CCCCOc1ccc(NC(=O)c2cc(F)c(F)cc2Cl)cc1,8,1,1461,-4,4,93,6,0.7,3,28,1.9
CC(C)CCOc1ccc(/C=C2\CCn3c2nc2cc(C(=O)O)ccc2c3=O)cc1,-1,1,1359,3,-1,105,2,1.1,-6,-8,1.8
O=C(CCS(=O)(=O)c1ccccc1)N1CCOCC1,6,1,1638,-28,-1,99,9,1.1,-8,-9,0.19
CN1C(=O)CC(C(=O)Nc2ccccc2F)SC1=Nc1ccc2c(c1)OCO2 (stereo unspecified),7,1,1573,-4,1,103,1,1,0,3,-0.036
CCN1C(=O)C(CC(=O)Nc2ccc(OC)cc2)N(Cc2cccs2)C1=S (stereo unspecified),-1,0.9,1452,11,0,95,12,1,0,2,·
CCOC(=O)C1C2C=CC3(CN(Cc4ccccc4)C(=O)C13)O2 (stereo unspecified),0,1,1673,-13,2,91,13,1,0,5,0.89
COc1cc(-c2nc(-c3ccncc3)no2)cc(OC)c1OC,2,1,1616,3,-9,76,30,1,6,-2,·
Cc1cc(=O)oc2cc(OCc3cc4c(cc3Cl)OCO4)ccc12,12,1.1,1712,-6,5,91,18,0.9,-1,9,·
Cc1ccc(-n2cc[nH]c2=S)cc1C,6,1,1575,3,2,92,10,0.8,-2,16,·
N#Cc1cccc(NC(=O)COC(=O)c2ccccc2Sc2ccccc2C#N)c1,-3,1,1920,-3,2,97,2,0.9,3,5,·
N#Cc1ccc(Cl)cc1NC(=O)COC(=O)c1ccc2c(c1)OCCO2,1,1,1724,8,6,117,-13,1,7,1,-0.4
CC1(C)CC(=O)C(C(=S)Nc2ccc(F)cc2)=C(NCCN2CCOCC2)C1,2,1,1855,-2,3,103,0,0.9,10,8,-0.036
COc1cccc(Cn2cc(C(=O)NCCN(C)C)nn2)c1,10,1,1443,-5,6,101,2,1.1,11,-12,·
Cc1ccc(/C=C/C(=O)Nc2nnc(SCc3ccc(C#N)cc3)s2)o1,6,1,1536,6,5,96,3,0.9,9,13,-0.0079
COCCOc1cc(N(CC(=O)N(C)C)S(=O)(=O)c2ccccc2)c(Cl)cc1Cl,6,1.1,1592,-1,4,104,7,0.9,8,11,0.18
Cc1nc2ccc(NC(=S)N3CCCC3)cc2nc1C,-6,1.1,1263,3,0,102,2,0.9,0,5,1.9
O=C(CSc1nnnn1-c1cccc2c1CCCC2)N1CCOCC1,10,1,1697,-2,1,99,6,1.1,4,-10,-0.0032
CCOC(=O)CCCCC(=O)NC(CO)C(=O)NC (stereo unspecified),5,1,1780,-5,-4,102,-1,1,-1,3,1.3
NNC(=O)c1cccc(O)c1,4,1,1795,-6,0,105,-9,1,15,1,0.68
CCCSc1nc2c3c(sc2c(=O)[nH]1)CC(C)(CC)OC3 (stereo unspecified),6,1,1697,-8,6,107,-2,1.1,10,-9,-0.14
O=C(CS(=O)(=O)Cc1ccccc1)NCc1ccco1,-3,1.1,1452,5,5,108,-9,1,1,-3,-0.72
C=CCN1C(=Nc2ccccc2)SC/C1=C\C(=O)OC,2,1.1,1607,0,14,94,11,0.9,6,12,·
COc1ccc(-n2c(C)cc(-c3csc(NC(=O)c4ccc(S(=O)(=O)N(C)C)cc4)n3)c2C)cc1,5,1,1521,-2,2,100,-3,0.9,-2,10,0.097
O=C(COC(=O)CCSc1ccccc1)NCc1ccc(F)cc1,6,1,1629,-9,-1,99,3,0.9,-3,13,·
O=S(=O)(c1ccccc1)c1nc(-c2ccco2)oc1Nc1ccccc1,8,1,1685,-9,6,94,7,1.1,8,-13,-0.57
Cc1ccc(-c2cc(C(=O)Nc3c(C)n(C)n(-c4ccccc4)c3=O)no2)cc1,4,1,1570,-2,-1,83,25,1.1,-1,-13,0.013

# Quoted at random: two records from the list
SMILES,PPARg SRC-1 ag,TNAP act hi DEA,TR-FRET SRC-2 ct,STAT1 blocker,PPARg SRC3 recr,STAT3 activator,STAT3 blocker,bIAP act,PPARg SRC2 recr,bIAP inh,ROMK primary
CCOC(=O)C1C2C=CC3(CN(Cc4ccccc4)C(=O)C13)O2 (stereo unspecified),0,1,1673,-13,2,91,13,1,0,5,0.89
CCCSc1nc2c3c(sc2c(=O)[nH]1)CC(C)(CC)OC3 (stereo unspecified),6,1,1697,-8,6,107,-2,1.1,10,-9,-0.14
